Screens (PubChem)
GPR35 arrestin U2OS: inhibition of zaprinast-stimulated GPR35 beta-arrestin translocation – imaging, U2OS, beta-arrestin-GFP, zaprinast agonist, primary screen (AID 2058); U2OS GPR35 beta-arrestin-GFP translocation imaging, zaprinast antagonism; higher % means a stronger effect; inhibition, % at 10 µM, or IC50 in µM where a hit was titrated; actives 0.052% (n = 290,000);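 active means inhibition of at least 50% with at least 30 cells and total cytoplasm GFP at most 10,000,000; inconclusive means under 30 cells or total GFP of 10,000,000 plus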
Dengue-2 NS5 capping: Dengue-2 NS5 methyltransferase inhibitors, primary screen, biochemical, confirmation dose response (AID 588689) | Dengue-2 NS5 methyltransferase capping enzyme assay, biochemical; higher % means a stronger effect | one-dose inhibition, % at 25 µM; IC50 in µM for titrated hits | actives 0.3% (n = 340,000); in the data active means a potency from the dose series; inconclusive means inhibition above about 29% without an active follow-up result
West Nile antiviral: inhibition of WNV-induced cytopathic effect – cell-based, CPE readout (AID 1621). West Nile virus-infected cells, CPE inhibition; higher % means a stronger effect. CPE inhibition, % at 10 µM, or IC50 in µM where a hit was titrated. actives 0.02% (n = 290,000); in the data active means a potency from the dose series; inconclusive means CPE inhibition mostly from about 3.7% at the one dose, without a potency; inactive means the rest, 99 in 100 with CPE inhibition below about 2.2%; further: strong numbers were not always called active
KOR beta-arrestin-1: KOR agonists, beta-arrestin recruitment, primary screen, cell-based, luminescence, uHTS (AID 1777); KOR beta-arrestin recruitment, luminescence; higher % means a stronger effect; activation, % at 10 µM, or EC50 in µM where a hit was titrated; actives 0.02% (n = 280,000); in the data active means activation above about 50%, passing the limit was not always enough; further: a part of the inactive calls stands beside numbers as strong as those of hits
NOD1 inhibition: NOD1 signaling inhibitors, primary screen, cell-based, luminescence, uHTS (AID 1578). NOD1-driven NF-kB luciferase reporter cells, luminescence; higher % means a stronger effect. actives 1% (n = 290,000). inhibition, % at 4 µM; hits with a dose series show EC50 in µM; in the data active means inhibition mostly above about 36%, no sharp cut-off; inactive means mostly below about 34%;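 further: HEK-293T reporter cells stimulated with the NOD1 agonist gamma-tri-DAP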
GPR55 beta-arrestin: selective activators of receptor GPR55 – imaging, U2OS cells, beta-arrestin-GFP redistribution, primary screen (AID 1961); U2OS GPR55 beta-arrestin-GFP redistribution imaging; higher % means a stronger effect; activation, % at 10 µM; hits with a dose series show EC50 in µM; actives 0.048% (n = 290,000);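 active means activation above 40% with more than 50 cells counted in the well; inconclusive means wells holding fewer than 50 cells, flagged as toxic or sparse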;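 further: U2OS osteosarcoma cells stably expressing GPR55 and beta-arrestin-GFP; plate controls were DMSO negative control for no effect and LPI positive control for full effect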
GPR55 antagonists: inhibition of LPI-stimulated GPR55 beta-arrestin translocation – imaging, U2OS, beta-arrestin-GFP, LPI agonist, primary screen (AID 2013); U2OS GPR55 beta-arrestin-GFP translocation imaging, LPI antagonism; higher % means a stronger effect; inhibition, % at 10 µM, or IC50 in µM where a hit was titrated; actives 0.13% (n = 290,000);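 active means spots per cell inhibited over 60%, with over 100 cells counted and total cytoplasm intensity under 500,000; inconclusive means wells with under 100 cells, flagged as likely toxic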;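 further: U2OS cells stably carrying GPR55 and arrestin-GFP stimulated by 5 µM LPI near EC80; imaged beta-arrestin-GFP aggregate spots per cell after agonist stimulation; plate controls were LPI-stimulated DMSO wells for no effect and DMSO wells without LPI for full effect; some results filed as inactive read as strong as hits; confirmed hits need IC50 under 10 µM and bright autofluorescent wells are also inconclusive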
HIV fusion peptide: inhibitors of HIV fusion peptide binding, primary screen, biochemical, uHTS, fluorescence dequenching (AID 1986); cell-free peptide binding, fluorescence dequenching, 30 min; higher % means a stronger effect; inhibition, % at 20 µM, or IC50 in µM where a hit was titrated; actives 0.3% (n = 290,000); in the data active means inhibition mostly above about 52%, no sharp cut-off; inactive means mostly below about 76%; further: some results filed as inactive read as strong as hits
KOR beta-arrestin-2: KOR antagonists, beta-arrestin recruitment, cell-based, luminescence, uHTS (AID 1778) | KOR beta-arrestin recruitment, luminescence, antagonist mode; higher % means a stronger effect | inhibition, % at 10 µM; hits with a dose series show IC50 in µM | actives 0.091% (n = 290,000); in the data active means inhibition above about 50%; further: strong numbers were not always called active
Dengue-2 NS5 capping pilot replicate: second read-out of Dengue-2 NS5 capping, no call of its own (marks repeat the call); inhibition, %; measured here: pilot screen replicate inhibition
* = called active by the depositor; ? = inconclusive; nt = no result given; [ ] = remark or other dose.

SMILES	GPR35 arrestin U2OS	Dengue-2 NS5 capping	West Nile antiviral	KOR beta-arrestin-1	NOD1 inhibition	GPR55 beta-arrestin	GPR55 antagonists	HIV fusion peptide	KOR beta-arrestin-2	others
CCN(CC(=O)NCc1cccs1)c1ccc(S(=O)(=O)N2CCOCC2)cn1	2.3%	-2.4%	0.9%	6.3%	-16.9%	0.6%	5.7%	3.2%	5.4%
Cc1ccc(-n2c(=O)c3c(n4cnnc24)-c2ccccc2CC32CCCCC2)cc1	-19.6%	2.6%	-0.9%	7.9%	-13.4%	0.3%	4.6%	-0.8%	10.5%
COc1cc(O)c(C(CCN2CCCC(C)C2)c2ccc3c(c2)OCO3)c(OC)c1 (centres undefined)	16.1%	-4.0%	-1.5%	-2.0%	-7.6%	0.0%	7.2%	2.2%	-15.1%
NS(=O)(=O)c1cc2c(cc1Cl)NC(Cc1ccccc1)NS2(=O)=O (centres undefined)	3.1%	-1.3%	0.5%	-4.2%	12.4%	0.0%	12.5%	-0.6%	11.0%
O=C(NCC1CCCO1)/C(=C\c1ccccc1)NC(=O)c1ccccc1 (centres undefined)	4.4%	1.5%	-0.3%	2.5%	-36.2%	-0.3%	4.6%	-0.9%	-0.6%[20 µM]
C=Cn1cc[n+](CC(=O)c2ccc(-c3ccccc3)cc2)c1	7.4%	-10.4%	?	0.1%	-7.7%	-0.2%	5.0%	-0.8%	-1.9%[20 µM]
Cn1ccnc1C(=O)c1cccc([N+](=O)[O-])c1	6.3%	3.9%	-0.4%	-0.4%	-17.3%	0.0%	-7.0%	-0.3%	-27.4%
COc1ccc(NC(=O)c2cc(S(=O)(=O)N3CCCCC3)c[nH]2)c(OC)c1	0.4%	0.0%	-1.2%	1.3%	-11.8%	0.3%	15.0%	1.3%	-18.9%[20 µM]
COc1ccc2[nH]c(=O)c(CN(Cc3cccs3)C(=S)Nc3cccc(C)c3)cc2c1	7.1%	1.5%	-1.4%	5.6%	45.8%	-0.2%	-12.4%	-1.0%	-15.6%
CCOc1ccc(CSc2nc(C)cc(COC)c2C#N)cc1OCC	-9.6%	-1.6%	-1.0%	1.0%	-4.3%	0.0%	-11.6%	-0.2%	4.7%
Cc1cc(C(=O)CSc2nnc(Nc3ccccc3)s2)c(C)n1CC1CCCO1 (centres undefined)	-1.6%	-2.9%	0.2%	-4.7%	-28.2%	-0.2%	2.0%	2.4%	21.7%
CCc1nnc(NC(=O)CSc2ncc(-c3ccccc3)[nH]2)s1	-16.3%	2.4%	-0.3%	-3.9%	-9.0%	0.0%	-5.5%	-1.5%	1.8%
CN(C1CCCCC1)S(=O)(=O)c1ccc2c(c1)c(=O)c(C(=O)N1CCc3ccccc3C1)cn2C	-9.1%	-3.5%	0.0%	-7.0%	-4.5%	-0.1%	-9.1%	4.3%	34.7%
COC(=O)c1ccc(NC(=O)c2ccc3c(c2)C(=O)N(Cc2cccnc2)C3=O)cc1	7.8%	-0.6%	-0.2%	0.9%	-42.4%	-0.1%	4.8%	-2.0%	-23.0%
Cc1ccc2oc3c(c(=O)c2c1)C(c1cccc(Cl)c1)N(CCCN1CCOCC1)C3=O (centres undefined)	11.5%	-4.1%	0.2%	-4.6%	-13.9%	-0.1%	12.3%	-2.1%	31.1%
COc1ccc(-c2cc(-c3ccccc3)c(C#N)c(S(C)=O)n2)cc1 (centres undefined)	19.8%	-7.8%	1.9%	-9.9%	-30.1%	0.0%	6.1%	-1.3%	34.3%
O=C(Nc1ccc(NC(=S)NC(=O)c2ccccc2F)cc1)c1cccs1	-1.3%	-9.3%	-0.8%	-9.3%	31.0%	-0.2%	-2.1%	2.2%	7.6%
CCCOc1ccc(S(=O)(=O)n2cc(F)c(=O)[nH]c2=O)cc1	-8.7%	-4.2%	0.5%	5.1%	2.9%	-0.3%	0.3%	1.0%	-12.4%
COc1cccc(CN(C(=O)Cc2c[nH]c3ccccc23)C(C(=O)NC2CCCCC2)c2ccc(C)o2)c1 (centres undefined)	-4.9%	-3.6%	-0.6%	9.2%	-6.7%	-0.3%	8.8%	5.2%	-3.2%
CCC(C)c1ccc(-n2c(=O)c3ccccc3n3c(=S)[nH]nc23)cc1 (centres undefined)	4.3%	-12.5%	-0.4%	-2.8%	-17.2%	0.3%	-5.9%	-0.5%	0.2%
O=C(N/N=C/c1ccoc1)c1ccccc1O	8.3%	-3.9%	0.0%	4.2%	-19.3%	-0.1%	-2.7%	6.6%	9.6%
O=C(Nc1ccc(Cl)cc1)NN1CC(=O)N(c2cccc(C(F)(F)F)c2)CC1=O	4.0%	-4.6%	-0.1%	-2.4%	-8.2%	-0.1%	10.8%	1.4%	39.5%
O=C(CCc1ccc(S(=O)(=O)NCc2ccccc2)cc1)NCC1CCCO1 (centres undefined)	-0.1%	-0.7%	-0.3%	7.5%	-3.7%	-0.3%	1.0%	-1.8%	-7.8%
S=C(NCCc1ccccc1)Nc1ccc(N2CCCCC2)cc1	1.3%	-1.0%	-0.6%	1.5%	-0.5%	-0.1%	6.8%	-0.1%	8.8%
O=C(Cn1nnc(-c2ccccc2-n2cnnn2)n1)N1CCCCC1	-8.4%	-6.1%	0.0%	5.6%	-3.9%	1.0%	3.7%	1.4%	2.6%

Brought forward from above: four compounds, followed by the next part.
SMILES	GPR35 arrestin U2OS	Dengue-2 NS5 capping	West Nile antiviral	KOR beta-arrestin-1	NOD1 inhibition	GPR55 beta-arrestin	GPR55 antagonists	HIV fusion peptide	KOR beta-arrestin-2	others
O=C(Nc1ccc(Cl)cc1)NN1CC(=O)N(c2cccc(C(F)(F)F)c2)CC1=O	4.0%	-4.6%	-0.1%	-2.4%	-8.2%	-0.1%	10.8%	1.4%	39.5%
O=C(CCc1ccc(S(=O)(=O)NCc2ccccc2)cc1)NCC1CCCO1 (centres undefined)	-0.1%	-0.7%	-0.3%	7.5%	-3.7%	-0.3%	1.0%	-1.8%	-7.8%
S=C(NCCc1ccccc1)Nc1ccc(N2CCCCC2)cc1	1.3%	-1.0%	-0.6%	1.5%	-0.5%	-0.1%	6.8%	-0.1%	8.8%
O=C(Cn1nnc(-c2ccccc2-n2cnnn2)n1)N1CCCCC1	-8.4%	-6.1%	0.0%	5.6%	-3.9%	1.0%	3.7%	1.4%	2.6%
CCc1nnc(NC(=O)CSc2n[nH]c(-c3ccccc3O)n2)s1	2.6%	-8.1%	0.8%	-6.3%	4.9%	-0.1%	-8.6%	5.5%	-12.3%
COc1ccccc1-c1nc(C(F)(F)F)c(OC)o1	-17.1%	0.7%	-0.1%	-0.8%	-12.1%	-0.2%	-11.9%	-0.9%	22.2%
COc1cccc(Cn2cc(C)cc(NC(=O)NCc3ccccc3)c2=O)c1	-9.2%	4.3%	-0.3%	-0.9%	-35.8%	-0.1%	8.2%	3.9%	7.8%[20 µM]
CC(C)(C)NCCOCCOc1ccc(Cl)cc1C(C)(C)C	10.8%	-3.5%	-0.2%	-4.5%	-24.2%	0.5%	25.0%	1.8%	-56.5%[20 µM]
CCOc1ccc(-c2nc(N)ncc2-c2ccc(Cl)cc2)c(O)c1	-7.1%	-11.9%	-0.5%	7.0%	34.1%*	-0.1%	-4.3%	-0.9%	6.7%
O=S(=O)(NC1CCCCC1NCc1ccco1)c1ccccc1 (centres undefined)	7.2%	-6.2%	0.9%	-12.9%	4.8%	-0.2%	3.6%	-3.1%	4.8%
CC(C(=O)O)c1ccc(N2Cc3ccccc3C2=O)cc1 (centres undefined)	-19.8%	2.2%	0.1%	0.4%	-14.0%	-0.2%	11.2%	-1.0%	-4.5%
COc1ccccc1N1CCN(C2CCCN(C(=O)CCc3c(C)noc3C)C2)CC1 (centres undefined)	7.9%	-2.7%	0.0%	6.2%	12.6%	0.7%	-15.6%	-0.7%	-41.0%
O=[N+]([O-])c1cccc(N(CC2CO2)S(=O)(=O)c2ccccc2)c1 (centres undefined)	13.5%	-6.5%	0.3%	-0.9%	13.5%	-0.1%	-6.1%	3.4%	25.7%
CC(CC(=O)Nc1cccc(Cl)c1)c1ccccc1 (centres undefined)	-13.0%	-4.4%	-0.7%	-2.3%	-6.1%	-0.2%	-0.9%	0.4%	nt
COc1ccc(CCNC(=O)CSc2ccc(NC(C)=O)cc2)cc1OC	-4.5%	0.8%	-0.1%	-2.2%	-66.4%	-0.2%	8.5%	0.5%	6.5%
COc1ccc(NC(=O)CNC(=O)Cn2c(C)cc3ccccc3c2=O)cc1OC	-2.5%	-1.5%	-1.5%	-3.4%	8.2%	1.1%	20.5%	4.7%	-3.8%
CCC(CO)N=CC1=C(O)CC(c2ccccc2)CC1=O (centres undefined)	4.9%	7.9%	-0.5%	1.9%	-16.3%	-0.4%	-3.5%	-1.0%	-37.5%[20 µM]	Dengue-2 NS5 capping pilot replicate=0.9
Oc1ccc(C=Nc2ccc(N3CCOCC3)cc2)c(O)c1	-11.5%	-9.6%	nt	-4.4%	-4.4%	-0.1%	8.4%	6.1%	6.9%
Cc1cc(=O)n2c3ccccc3n(CC(O)CN3CCN(Cc4ccccc4)CC3)c2c1C#N (centres undefined)	-13.5%	-5.4%	-0.1%	2.2%	4.3%	-0.3%	3.7%	-1.0%	-2.8%
N/C(=N\OC(=O)c1ccco1)c1ccccc1	-3.3%	-5.5%	0.3%	-3.4%	-20.3%	0.6%	-0.6%	0.1%	-9.7%
O=C(O)c1ccc(S(=O)(=O)N2CCCC2)cc1	5.8%	0.0%	0.3%	4.0%	-29.0%	0.5%	8.4%	1.0%	-22.7%[20 µM]
COc1ccc(OC(=O)C2CC(=O)N(c3ccc(C)cc3)C2)cc1 (centres undefined)	6.8%	-3.0%	-0.1%	0.1%	-26.7%	0.4%	14.9%	0.9%	-13.5%
COCC(=O)Nc1cc(C)cn(Cc2c(F)cccc2Cl)c1=O	5.6%	-7.2%	0.4%	-3.6%	-11.3%	0.3%	1.8%	-0.6%	-5.0%[20 µM]

Three structures already listed, arranged by number of heavy atoms, high to low.
SMILES	GPR35 arrestin U2OS	Dengue-2 NS5 capping	West Nile antiviral	KOR beta-arrestin-1	NOD1 inhibition	GPR55 beta-arrestin	GPR55 antagonists	HIV fusion peptide	KOR beta-arrestin-2	others
COc1cccc(Cn2cc(C)cc(NC(=O)NCc3ccccc3)c2=O)c1	-9.2%	4.3%	-0.3%	-0.9%	-35.8%	-0.1%	8.2%	3.9%	7.8%[20 µM]
COc1ccccc1-c1nc(C(F)(F)F)c(OC)o1	-17.1%	0.7%	-0.1%	-0.8%	-12.1%	-0.2%	-11.9%	-0.9%	22.2%
O=C(O)c1ccc(S(=O)(=O)N2CCCC2)cc1	5.8%	0.0%	0.3%	4.0%	-29.0%	0.5%	8.4%	1.0%	-22.7%[20 µM]

Some of the compounds tested (hit frequency here may not be typical).
